# Screening results deposited in PubChem by The Scripps Research Institute Molecular Screening Center.
# MITF primary = inhibitors of human MITF; 650,000 tested, 0.91% active; O75030; AID 1259374; AlphaScreen MITF homodimerization, bead proximity signal; inhibition, % at 2.6 µM; in the data active = inhibition above about 50%;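 also: 0% = vehicle wells with protein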
# Target sequence (O75030 whole entry, looked up): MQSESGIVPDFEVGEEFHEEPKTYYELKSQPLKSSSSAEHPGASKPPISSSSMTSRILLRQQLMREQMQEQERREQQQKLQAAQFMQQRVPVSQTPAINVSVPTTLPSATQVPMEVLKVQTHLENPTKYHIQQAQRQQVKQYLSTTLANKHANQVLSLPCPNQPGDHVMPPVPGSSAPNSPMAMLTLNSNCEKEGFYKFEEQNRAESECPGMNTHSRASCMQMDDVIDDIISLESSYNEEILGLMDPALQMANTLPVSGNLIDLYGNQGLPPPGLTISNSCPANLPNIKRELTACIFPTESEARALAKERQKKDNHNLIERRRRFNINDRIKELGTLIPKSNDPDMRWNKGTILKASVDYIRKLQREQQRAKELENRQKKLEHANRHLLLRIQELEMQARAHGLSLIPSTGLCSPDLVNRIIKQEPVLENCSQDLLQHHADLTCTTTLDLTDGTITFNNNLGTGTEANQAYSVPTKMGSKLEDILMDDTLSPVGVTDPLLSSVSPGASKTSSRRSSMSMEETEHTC
# FBW7 act = activators of human E3 ligase FBW7 | Q969H0 | AlphaScreen FBW7–phospho-cyclin E peptide binding, activator screen | normalized activity (activation), % at 26.1 µM | 650,000 tested, 0.13% active; in the data active = normalized activity above about 1.9%;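 also: purified mutant Fbw7 with reduced substrate affinity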
# TEAD-YAP block = TEAD-YAP interaction inhibition; inhibition, % at 9.12 µM; 640,000 tested, 1.4% active; HEK-TIYL cells, TEAD-Gal4/YAP UAS-luciferase luminescence; in the data active = inhibition above about 32%;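 also: 0% = median of test compound wells and 100% = reference inhibitor wells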
# GPR151 ag = human GPR151 activation. Q8TDV0. PathHunter beta-arrestin GPR151 cells, luminescence. activation, % at 11.2 µM. 650,000 tested, 1% active; in the data active = activation above about 4.9%;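 also: 0% = median of compound wells and 100% = cells with positive control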
# Target sequence (Q8TDV0 whole entry, looked up): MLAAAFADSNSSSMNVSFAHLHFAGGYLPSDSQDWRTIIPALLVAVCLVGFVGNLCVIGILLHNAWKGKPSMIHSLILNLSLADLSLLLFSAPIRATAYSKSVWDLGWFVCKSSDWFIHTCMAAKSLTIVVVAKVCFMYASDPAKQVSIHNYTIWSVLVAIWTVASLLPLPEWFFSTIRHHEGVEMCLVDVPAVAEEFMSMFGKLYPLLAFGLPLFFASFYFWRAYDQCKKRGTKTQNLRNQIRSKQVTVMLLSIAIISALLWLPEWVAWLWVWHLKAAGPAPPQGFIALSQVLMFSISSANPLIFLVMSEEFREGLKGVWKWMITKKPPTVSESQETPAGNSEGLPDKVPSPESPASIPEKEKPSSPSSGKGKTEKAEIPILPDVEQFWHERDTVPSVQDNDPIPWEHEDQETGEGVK
# * hit, by the source's call; . = not tested or not shown.
SMILES,MITF primary,FBW7 act,TEAD-YAP block,GPR151 ag
Cc1cc([N+](=O)[O-])n(CC(=O)c2ccccc2)n1,2,-0.1,-1,-0.2
O=C(N/N=C/c1ccc(O)cc1O)c1cccc(N/N=C/c2ccc(O)cc2O)c1,24,-0.7,12,-4.1
CCCc1nnc(SCC(=O)Nc2ccc(NC(C)=O)cc2)n1C,17,0.4,5,1.6
CCN(CC)c1ccc(C=N/C(C#N)=C(\N)C#N)cc1,17,0.0,9,0.1
NC(=O)c1nn(-c2ccccc2)nc1NC(=O)CSc1nnnn1-c1ccccc1F,10,0.0,9,-1.5
O=C(NCc1ccccc1)c1nc[nH]c1C(=O)NCc1ccccc1,-13,0.0,4,-0.5
COC(=O)C1=C(C)NC2=C(C(=O)CC(c3ccccc3)C2)C1c1cc(Cl)c(O)c(OC)c1 (configuration not stated),11,0.1,12,-1.3
Cn1nc(-c2ccc(OCC(=O)NC(C)(C)C)cc2)c2ccccc2c1=O,9,-0.1,11,0.5
CC/C=C\C/C=C\C/C=C\CC(O)/C=C/C=C\CCCC(=O)O (configuration not stated),7,.,.,-3.3
COc1cccc(NS(=O)(=O)CC23CCC(CC2=O)C3(C)C)c1 (configuration not stated),10,0.0,5,-0.5
CC(C)(C)n1nc2c(c1NC(=O)c1ccco1)CS(=O)C2 (configuration not stated),3,0.1,-6,0.8
N#Cc1cccc(NC(=O)c2ccc(-c3ccccc3)cc2)c1,8,0.3,5,-0.7
CCOC(=O)C1=NN(c2ccccc2)C(=O)/C1=C\c1cc(OC)c(OC)c(OC)c1,10,0.0,-6,-0.2
O=C(Nc1cccnc1)c1ccc(Cl)c(Cl)c1,7,-0.1,-17,0.3
O=c1[nH]cnc2c1oc1ccc(Br)cc12,16,0.2,9,-0.6
COc1ccc(C(=O)CSc2nnc(-c3ccccc3)o2)cc1,-1,0.0,0,-1.3
CCOc1cccc2c1OC(c1ccccc1Cl)N1N=C(c3ccc(C)o3)CC21 (configuration not stated),-5,0.0,-23,-1.1
Cc1ccc(C)c(N/C=C2/CCCCC2=O)c1,10,-0.1,9,2.9
CCOc1ccc(/C(O)=C2/C(=O)C(=O)N(CCN(C)C)C2c2ccco2)cc1Cl (configuration not stated),10,0.4,1,0.8
O=C(CNC(=O)c1cccc(Br)c1)N/N=C/c1ccc2c(c1)OCO2,-4,0.1,-1,1.8
CC1(C)CC(=O)C/C(=N\NC(=O)CCC(=O)Nc2ccccc2)C1,8,-0.1,5,-0.2
CC1=C(C#N)c2nc(N)c(C#N)c(C)c2/C1=C\c1ccc(-c2ccc(C(=O)O)cc2)o1,5,-0.3,0,0.9
CC1CCN(CCCN2C(=O)C3C(C(=O)Nc4ccc(Cl)cc4)C4C=CC3(O4)C2C(=O)NC2CCCCC2)CC1 (configuration not stated),-6,-0.1,-4,0.5
Cc1ccc(C)c(NCN2C(=O)c3cc(Cl)c(Cl)cc3C2=O)c1,15,0.6,2,-2.8
COc1ccccc1C(=O)Nc1nnc(S(=O)(=O)N2CCCCC2)s1,-8,0.0,-16,1.6
Cc1ccc(NC(=O)CSC(C)C(=O)O)cc1 (configuration not stated),5,0.0,8,0.1
C#CCN1CCN(c2c(F)cccc2NC(=O)c2ccc(Br)o2)CC1,2,-0.1,3,1.1
CCc1nccn1C(=O)c1cnn2c(C(F)F)cc(-c3ccccc3)nc12,2,0.4,-4,0.7
Nc1cccc(-c2nc(Nc3ccc(Oc4ccccc4)cc3)c3ncn(CCN4CCCC4=O)c3n2)c1,16,0.0,-1,1.1
COC(=O)C1=C(C)NC(=O)N(C(C)=O)C1c1ccccc1OC (configuration not stated),15,0.2,20,-1.0
CCN1CCN(Cc2ccc(NC(=O)C3=C(C)C(=O)OC34CCC(C)CC4)cc2)CC1 (configuration not stated),-9,-0.3,9,-0.6
COc1ccc(/C(O)=C2/C(=O)C(=O)N(CCO)C2c2ccc([N+](=O)[O-])cc2)cc1 (configuration not stated),11,0.2,8,-0.2
O=C(Nc1nc2ccccc2n1Cc1ccc(Cl)cc1)c1ccccc1,-9,-0.1,-4,0.6
CC1CCC(NS(=O)(=O)c2ccc3c(c2)CC(=O)N3)CC1 (configuration not stated),7,0.2,-8,0.9
Cc1cc(C)c(NC(=O)c2cc(S(=O)(=O)NC3CCCCCC3)ccc2F)c(C)c1,14,0.0,1,2.8
COc1ccccc1N1CCN(C(c2ccc(C)cc2)c2nnnn2C(C)C)CC1 (configuration not stated),1,-0.1,-6,1.0
COc1ccc(N2C(N)=C(C#N)C(c3cccnc3)C3=C2CCCC3=O)cc1 (configuration not stated),3,-0.2,8,0.4
COc1cccc(C(=O)Nc2nc3ccc(SC)cc3s2)c1OC,-15,-0.1,-14,5.0*
CCC(CC)C(=O)Nc1nnc(S(=O)(=O)Nc2ccccc2C)s1,2,0.0,2,-1.7
COc1ccc(Br)cc1CNC(=O)CCCN1C(=O)COc2ccc(C)cc21,0,0.1,4,0.8

# Shown with values under each structure: 18 of the compounds above.
# Below each compound: MITF primary	FBW7 act	TEAD-YAP block	GPR151 ag
> CC1CCN(CCCN2C(=O)C3C(C(=O)Nc4ccc(Cl)cc4)C4C=CC3(O4)C2C(=O)NC2CCCCC2)CC1 (configuration not stated)
  -6	-0.1	-4	0.5
> Cc1ccc(C)c(NCN2C(=O)c3cc(Cl)c(Cl)cc3C2=O)c1
  15	0.6	2	-2.8
> COc1ccccc1C(=O)Nc1nnc(S(=O)(=O)N2CCCCC2)s1
  -8	0.0	-16	1.6
> Cc1ccc(NC(=O)CSC(C)C(=O)O)cc1 (configuration not stated)
  5	0.0	8	0.1
> C#CCN1CCN(c2c(F)cccc2NC(=O)c2ccc(Br)o2)CC1
  2	-0.1	3	1.1
> CCc1nccn1C(=O)c1cnn2c(C(F)F)cc(-c3ccccc3)nc12
  2	0.4	-4	0.7
> Nc1cccc(-c2nc(Nc3ccc(Oc4ccccc4)cc3)c3ncn(CCN4CCCC4=O)c3n2)c1
  16	0.0	-1	1.1
> COC(=O)C1=C(C)NC(=O)N(C(C)=O)C1c1ccccc1OC (configuration not stated)
  15	0.2	20	-1.0
> CCN1CCN(Cc2ccc(NC(=O)C3=C(C)C(=O)OC34CCC(C)CC4)cc2)CC1 (configuration not stated)
  -9	-0.3	9	-0.6
> COc1ccc(/C(O)=C2/C(=O)C(=O)N(CCO)C2c2ccc([N+](=O)[O-])cc2)cc1 (configuration not stated)
  11	0.2	8	-0.2
> O=C(Nc1nc2ccccc2n1Cc1ccc(Cl)cc1)c1ccccc1
  -9	-0.1	-4	0.6
> CC1CCC(NS(=O)(=O)c2ccc3c(c2)CC(=O)N3)CC1 (configuration not stated)
  7	0.2	-8	0.9
> Cc1cc(C)c(NC(=O)c2cc(S(=O)(=O)NC3CCCCCC3)ccc2F)c(C)c1
  14	0.0	1	2.8
> COc1ccccc1N1CCN(C(c2ccc(C)cc2)c2nnnn2C(C)C)CC1 (configuration not stated)
  1	-0.1	-6	1.0
> COc1ccc(N2C(N)=C(C#N)C(c3cccnc3)C3=C2CCCC3=O)cc1 (configuration not stated)
  3	-0.2	8	0.4
> COc1cccc(C(=O)Nc2nc3ccc(SC)cc3s2)c1OC
  -15	-0.1	-14	5.0*
> CCC(CC)C(=O)Nc1nnc(S(=O)(=O)Nc2ccccc2C)s1
  2	0.0	2	-1.7
> COc1ccc(Br)cc1CNC(=O)CCCN1C(=O)COc2ccc(C)cc21
  0	0.1	4	0.8

# 3 compounds picked at random from those above, as already listed:
SMILES,MITF primary,FBW7 act,TEAD-YAP block,GPR151 ag
CC1CCC(NS(=O)(=O)c2ccc3c(c2)CC(=O)N3)CC1 (configuration not stated),7,0.2,-8,0.9
COc1cccc(C(=O)Nc2nc3ccc(SC)cc3s2)c1OC,-15,-0.1,-14,5.0*
CCC(CC)C(=O)Nc1nnc(S(=O)(=O)Nc2ccccc2C)s1,2,0.0,2,-1.7

# Following part.
SMILES,MITF primary,FBW7 act,TEAD-YAP block,GPR151 ag
COc1ccccc1C(=O)Oc1ccc2c(=O)c(-c3ccccc3Cl)coc2c1,-1,-0.3,-13,-0.2
CCOc1cccc(C2NC(=O)NC(C)=C2C(=O)OCCOC)c1 (configuration not stated),11,0.0,-4,0.1
COc1ccc(-c2noc(CN(C)S(=O)(=O)c3ccc(Cl)cc3)n2)cc1OC,12,0.0,1,-0.6
CCOc1cc2c(cc1OCC)C(c1ccc(F)cc1)NCC2 (configuration not stated),17,0.1,2,-1.0
Fc1ccc(CSc2nnnn2-c2ccccc2F)cc1,-2,0.0,-9,1.0
Cc1nc2nc[nH]n2c(=O)c1CCC(=O)NCc1ccccc1,4,-0.1,5,2.5
Nc1ccccc1C(=O)Nc1cccc(C(=O)O)c1,9,-0.2,-16,-11
COc1ccc(C(=O)Nc2ccc([N+](=O)[O-])cc2)cc1I,-11,0.0,-7,-0.2
O=C(/C=C/c1ccc([N+](=O)[O-])cc1)Nc1ccccc1Cl,-18,0.0,-10,7.4*
Cc1[nH]nc2c1C1(C(=O)N(C)c3ccccc31)C(C#N)=C(N)O2 (configuration not stated),1,-0.1,1,-0.8
CCOc1ccc(-n2c(C)c3c(OC)cccc(=O)c3c2C)cc1,19,0.3,3,-1.7
C[C@H]1Cc2c(-c3ccccc3)nc3c(c2CO1)CN(CCOc1ccccc1)CC3,0,0.0,.,-0.7
CC(Oc1ccccc1)C(=O)NC1=NCCS1 (configuration not stated),5,0.0,-61,1.2
CCCNC(=O)c1cccnc1SCC(=O)Nc1ccc(Cl)cc1F,6,0.0,-10,-0.2
Cc1ccc2onc(CNC(=O)N3CC(C)CC(C)C3)c2c1 (configuration not stated),-14,-0.1,4,0.3
CC(=O)Nc1c(C(=O)c2cccs2)oc2ccccc12,-9,1.0,11,-0.4
CCC(NC(=O)c1ccc(Cl)s1)c1ccccc1 (configuration not stated),-3,0.0,1,-0.7
Cc1cc(C(=O)COC(=O)C2(C)CC2(Cl)Cl)c(C)n1-c1ccc2c(c1)OCCO2 (configuration not stated),-8,0.0,-15,-1.0
O=C(COC(=O)c1ccc(O)cc1)NC(=O)NCc1ccccc1,-21,-0.3,4,1.2
CCOc1ccc2nc(N3CCCC3C(=O)NCc3ccncc3C)nc(C)c2c1 (configuration not stated),10,0.2,2,1.0
CC(NC(=O)C1CC(Cc2cccc(F)c2)=NO1)c1nccs1 (configuration not stated),0,0.2,-30,0.5
O=C(CN1C(=O)C(=O)N(Cc2ccco2)C1=O)NCC12CC3CC(CC(C3)C1)C2,-2,0.0,5,0.0
O=C(NC1CCCC1)c1cnn2c(C(F)(F)F)cc(-c3ccc(Br)cc3)nc12,11,0.0,-6,-1.6
CCCN(Cc1cccs1)C(=O)Nc1ccc(OCC)cc1,10,0.7,-57,-1.1
COc1ccc(S(=O)(=O)N2CCCCC2)cc1C(=O)Nc1ccccc1,13,0.7,11,-1.4
O=[N+]([O-])c1ccc(N2CCN(S(=O)(=O)c3ccccc3)CC2)cc1NCC1CCCO1 (configuration not stated),10,1.1,-2,3.4
O=C(CCc1cccs1)NCC1CCC2(CCN(C(=O)c3ccc(F)cc3)CC2)O1 (configuration not stated),-1,-0.6,-2,0.3
Nc1ncnc(N2CCOCC2)c1N,23,0.1,6,-1.4
O=c1/c(=C/c2cc(Br)cc(Br)c2OCc2ccc(Cl)cc2Cl)sc2nc3ccccc3n12,4,-0.1,-5,0.8
O=C1CCCC(O)=C1C1=NC2(CCCCCC2)Cc2ccccc21,7,-0.1,-2,0.9
CSCCC(C(=O)Nc1sc2c(c1C#N)CCCC2)N1C(=O)c2ccccc2C1=O (configuration not stated),4,0.9,-5,-1.1
O=C(O)CCN(CCC(=O)O)S(=O)(=O)c1ccc(Br)cc1,49,-0.3,6,-1.2
Cc1cc(C)n2nc(C(=O)NCCc3c(C)[nH]c4ccccc34)cc2n1,7,0.1,-16,-0.7
c1ccc(OCCNc2nc(Nc3cccnc3)nc3c2ncn3C2CCCCC2)cc1,13,0.1,11,-0.1
COc1ccc(C2=NN(C(=O)c3cccs3)C(c3ccccc3Cl)C2)cc1OC (configuration not stated),-7,0.3,-14,0.8
Cc1ccc(C(=O)CSc2nc(-c3ccccc3)nc3c2CCCC3)c(C)c1,18,0.3,2,-1.0
CCOC(=O)C1=C(C)NC(SC)=C(C#N)C1c1ccccc1 (configuration not stated),5,0.0,47*,-1.0
CCCCOC(=O)C(C)OC(=O)c1ccc(Cl)c(Cl)c1 (configuration not stated),17,0.2,0,1.0
